# Nrf2 block: blocks Nrf2 signaling | A549 ARE-Fluc reporter, luciferase luminescence, 18-24 h | Potency, µM (top dose mostly 46 µM), for inactives: top-dose activity change, negative = inhibition, most hits filed as inhibitors | actives 2.1% (n = 360,000); further: potency means the concentration at half of the fitted maximal effect; on the % scale 0 is the no-effect control and ±100 the full control effect; nearly all actives have a fitted effect of over 60% in size
#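 Nrf2 activity is the BugLite luminescence, read 15 min after reagent at room temperature, following CellTiter-Fluor cytotoxicity readout (30 min, 37C). Compound titrations were applied for 18-24 h to 5000 A549 ARE_Fluc cells/well in 5% FBS OPTI-MEM.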
# TGFb SMAD3 inh: blocks TGF-b signaling | HepG2 CAGA-GFP TGF-b/SMAD3 reporter, GFP fluorescence, 18 h; TGF-beta stimulated, 500 pg/mL final | Potency, µM (doses to about 46.1 µM), without a hit: top-dose activity, negative = inhibition, most hits filed as inhibitors | actives 1.2% (n = 410,000); further: potency means the concentration at half of the fitted maximal effect; on the % scale 0 is the no-effect control and ±100 the full control effect; nearly all actives have a fitted effect of over 65% in size
#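 Cell-based qHTS in HEPG2 carrying a CAGA-GFP Smad reporter; compounds added before 500 pg/mL final TGF-beta, 18 h incubation at 37 degrees C, GFP fluorescence quantified per cell by imaging cytometry.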
# Mm-Cpn inhibitor: inhibitors of Methanococcus maripaludis chaperonin (MmCpn); purified Mm-Cpn ATPase, ADP Transcreener TR-FRET; Potency, µM (doses to about 76.9 µM), without a hit: at the top dose activity, negative = inhibition, actives largely listed as inhibitors; actives 0.031% (n = 330,000); AID 504842; further: potency means the concentration at half of the fitted maximal effect; on the % scale 0 is the no-effect control and ±100 the full control effect; nearly all actives have a fitted effect of over 80% in size
#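 Purified archaeal chaperonin (25 nM final) was preincubated with compound for 10 min at 37°C, then ATP (10 uM final) was added for 30 min at 37°C in Tris pH 7.4/KCl/MgCl2/DTT buffer. ADP was quantified by HTRF Transcreener TR-FRET.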
# Nrf2 ARE act: activates Nrf2 signaling; AID 624171; AREc32 ARE-luciferase reporter (MCF7-derived line), luminescence, 24 h; Potency, µM (series often up to 46.1 µM), for inactives: top-dose activation, actives largely listed as activators; actives 0.31% (n = 410,000); further: potency means the concentration at half of the fitted maximal effect; % of control where 0% means no effect; nearly all actives have a fitted effect of over 65% in size
#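 Nrf2 activation is followed as ARE-luciferase induction in the AREc32 line after one day of compound treatment; luminescence is read with Steady-Glo.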
# CCT modulator: changes cytosolic chaperonin activity; actives 0.3% (n = 360,000); activity change, % (concentration not given with the values), hits read low; purified chaperonin ATPase assay, HTRF ADP detection, 30 min; in the data active means activity change below about -30%; further: on the % scale 0 is the no-effect control and ±100 the full control effect
#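 Nucleotide hydrolysis assay: TRiC at 20–40 nM final (set by batch activity) with 10 uM ATP, 30 min at 37 °C, in presence of 76 uM compound. Detection by competitive ADP HTRF, 30 min ambient.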
# pAkt inh: inhibitors of Akt phosphorylation | actives 0.32% (n = 360,000) | activity change, % for hits at 50 µM | Neuro2A IGF-stimulated pAkt S473 HTRF, 20 min; hits give low values; in the data active means activity change below about -80%; inconclusive means mostly about -51% to -80%; further: on the % scale 0 is the no-effect control and ±100 the full control effect
#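 Neuro2A cells in DMEM with 0.5% FBS, overnight at 37 deg C, given compound at single 50 µM final, then IGF (6 nM final) for 20 min at 37 deg C. Lysed; phospho-Akt Ser473 by HTRF after 24 h, 665/615 ratio.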
# A549 viability: A549 cytotoxicity, counter-screen for Nrf2 inhibitors; A549 ARE-Fluc cells, CellTiter-Fluor viability, 18-24 h; actives 0.16% (n = 390,000); AID 504648; Potency, µM (titrated, usually from 46 µM), without a hit: at the highest dose activity change, negative = cytotoxicity, hits mostly inhibitors; further: potency means the concentration at half of the fitted maximal effect; on the % scale 0 is the no-effect control and ±100 the full control effect
#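 A549 ARE_Fluc cells in 5% FBS OPTI-MEM were exposed to compounds in concentration-response for 18-24 h at 37 deg C. Viability was read by CellTiter-Fluor fluorescence (Ex 405/Em 525) after 30 min, before the luciferase read.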
# HepG2 tox: HepG2 cytotoxicity, counter-screen for TGF-b inhibitors. HepG2 CAGA-GFP viability, ATP luminescence, 18 h. AID 588856. actives 0.76% (n = 410,000). Potency, µM (titrated, usually from 46.1 µM), without a hit: top-dose activity change, negative = cytotoxicity, hits mostly cytotoxic; further: potency means the concentration at half of the fitted maximal effect; some results filed as inactive show a strong effect at the top dose
#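 CellTiter-Glo luminescence gave cytotoxicity after 18 hours at 37 degrees C. The cells were HepG2 CAGA-GFP in 1% FBS DMEM, stimulated with 500 pg/mL TGF-beta after compound addition. %Activity was normalised to no-cell wells (complete cell-killing) and DMSO (no toxicity), and curves were fitted and classified.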
# Abeta rescue: compounds reversing amyloid beta toxicity in yeast. yeast expressing A-beta42, growth rescue, OD600, 48 h; response scale: 0% DMSO, 100% iron-clioquinol control. Potency, µM (top dose mostly 46.1 µM), without a hit: at the top dose growth rescue, hits mostly activators. actives 0.063% (n = 410,000). AID 1347071; further: potency means the concentration at half of the fitted maximal effect; nearly all actives have a fitted effect of over 55% in size
#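 Yeast growth medium received pinned compounds, then yeast cells expressing toxic A-beta were added; plates incubated at 30 C for 48 hr. Growth read as absorbance at 600 nm, normalized to DMSO and equimolar FeCl3 plus clioquinol controls.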
# * = called active by the depositor; i = inactive; ? = inconclusive; nt = not tested or not shown; & = joins results of further samples; [ ] = dose if it differs, or a comment. Unless noted, the call rests on the fitted dose curve; in most records, active means well fitted curve in the direction sought with a large enough effect; inconclusive means small, poorly fitted or top-dose-only effect, or another doubt; inactive means no such curve, though single readings can be large; an effect the other way counts as inactive or inconclusive.
cpd	SMILES	Nrf2 block	TGFb SMAD3 inh	Mm-Cpn inhibitor	Nrf2 ARE act	CCT modulator
1	COc1ccc(CCNc2ccc(C(CC(N)=O)NC(=O)Cc3cccc4ccccc34)cc2[N+](=O)[O-])cc1 (stereo not given)	?	8%	0%	-0.2%	1.1
2	COc1ccc(NC(=O)/C=C/c2cccc(F)c2)cn1	?	5%	-1%	3.0%	-1.9
3	O=C(Nc1cccc(F)c1)c1ccc2ncsc2c1	?	12%	-2%	18%	0.7
4	CCCCn1c(=S)[nH]c2cc(S(=O)(=O)N3CCCCC3)ccc21	?	?	1%	6.3%	0.9
5	CNC(=S)N(C)[C@H]1c2c(ccc3ccccc23)OC[C@H]1CO	16%	6%	-2%	0.0%[9.22 µM]	1.2
6	CCn1cc([N+](=O)[O-])c(C(=O)N2N=C(c3ccccc3)CC2c2ccc([N+](=O)[O-])cc2)n1 (stereo not given)	?	-11%	-5%	4.2%	-5.6
7	CCCC(=O)n1nc(-c2ccco2)nc1NCc1ccccc1Cl	21%	1%	nt	1.3%	nt
8	O=C(Cc1ccc(Cl)c(Cl)c1)Nc1cccc2ncccc12	2%	9%	-6%	-1.0%	0.6
9	COCCN(C(=O)CCl)C(C(=O)NC1CCCCC1)c1ccccc1C (stereo not given)	?	?	-5%	18%	0.8
10	O=C(COc1ccc(Cl)cc1)OCC(=O)N1CCOCC1	15%	13%	1%	0.0%	3.5
11	CC(=O)Nc1ccc(-c2ccnc3c2CC(C)(C(=O)Nc2ccc(C(C)C)cc2)O3)cc1 (stereo not given)	nt	?	nt	1.3%	1.9
12	S=c1[nH]nc(CCc2nc3ccccc3[nH]2)n1-c1ccccc1	14%	1%	3%	0.4%	-0.9
13	Cc1ccc(CSCC(=O)NN=C2CCN(C)CC2)cc1	8%	-7%	3%	-0.4%	2.5
14	O=C(CCc1ccccc1)NCCc1nc2ccccc2[nH]1	0%	11%	0%	-0.9%	-0.1
15	CCOC(=O)COn1c(SCC(=O)OCC)nc2ccccc2c1=O	9%	-15%	nt	0.4%	-8.7

cpd	pAkt inh	A549 viability	HepG2 tox	Abeta rescue
1	i	-16%	10%	-16%
2	i	1%	-17%	-1%
3	i	3%	-5%	-57%[inhibitor]
4	i	2%	-70%	-1%
5	i	-1%	-5%	0%
6	i	7%	-13%	?
7	nt	2%	-3%	-4%
8	i	-1%	5%	16%
9	i	-14%	-76%	0%
10	i	0%	11%	-4%
11	i	nt	-21%	-20%
12	i	1%	2%	-6%
13	i	-2%	2%	-14%
14	i	-5%	0%	-6%
15	i	?	-1%	8%

# A few values from the results shown.
# HepG2 tox with cpd 14 → 0%
# HepG2 tox with cpd 9 → -76%
# Mm-Cpn inhibitor with cpd 6 → -5%
# A549 viability with cpd 4 → 2%

# Next compounds:
cpd	SMILES	Nrf2 block	TGFb SMAD3 inh	Mm-Cpn inhibitor	Nrf2 ARE act	CCT modulator
16	CC(C)C[C@H](NC(=O)c1nc[nH]c1C(=O)NCc1ccccc1)C(=O)OC(C)(C)C	-19%	11µM*	nt	10%	-0.3
17	COc1ccc(CCNC(=O)Cn2nnc(-c3ccc(N4CCOCC4)cc3)n2)cc1OC	4%	-8%	-19%	-0.2%	-3.2
18	O=C(CSc1nc(=O)n(CCN2CCOCC2)c2c1CCC2)Nc1ccc(OC(F)(F)F)cc1	18µM*	?	-1%	2.4%	2.3
19	N#CC(C#N)=Cc1cccn1-c1ccc(S(N)(=O)=O)cc1	-22%	-15%	3%	7.3%	0.6
20	O=C(Nc1ccccc1C(F)(F)F)c1c(F)cccc1Cl	2%	-25%	-1%	0.0%	-0.9
21	COc1ccc(C(=O)NNC(=O)CSc2nnc(C)n2CC2CCCO2)cc1 (stereo not given)	-4%	4%	1%	0.9%	-1.1
22	COc1ccc(Cl)cc1NC(=O)CN(C)C(=O)c1cc2ccccc2cc1O	10%	?	0%	5.2%	2.0
23	CN(C(=O)CN1C(=O)c2ccccc2S1(=O)=O)C1CCCCC1	-3%	5%	1%	-1.7%	-4.5
24	CN1CCN(C(=O)C2=C[C@H](c3ccc4c(c3)OCO4)C[C@H](OCc3ccc(CO)cc3)O2)CC1	-10%	6%	nt	0.2%	-0.8
25	CC(C)(C)C(=O)OCc1nc(-c2ccc(Cl)cc2)cs1	8%	-29%	1%	2.8%	2.6
26	O=C(Nc1ccc2c(c1)C(=O)OC2)c1ccc(C(F)(F)F)cc1	-4%	0%	0%	-0.5%	1.3
27	CC(C)NS(=O)(=O)c1ccc(NC(=O)C2CC3C=CC2C3)cc1 (stereo not given)	nt	-49%	0%	0.8%	0.2
28	COc1ccc2c(c1)CCCC21NC(=O)N(CC(=O)NCc2cccs2)C1=O (stereo not given)	2%	0%	-1%	7.3%	0.2
29	CCN(CCCNC(=O)CC(C(=O)N1CCc2ccccc21)n1ccnc1)c1cccc(C)c1 (stereo not given)	nt	-8%	2%	0.2%	-0.6
30	C=C(C)Cn1c(N)cc(=O)nc1SCC(=O)Nc1cccc(C(F)(F)F)c1	18%	0%	-5%	2.6%	2.1

cpd	pAkt inh	A549 viability	HepG2 tox	Abeta rescue
16	i	-6%	-80%	8%
17	i	12%	-1%	7%
18	i	-1%	-35%	-3%
19	i	-10%	-10%	-5%
20	i	4%	-28%	-7%
21	i	-1%	1%	13%
22	i	-2%	-31%	8%
23	i	-6%	-4%	6%
24	i	0%	-6%	7%
25	i	3%	1%	2%
26	i	-5%	6%	-11%
27	i	-2%	-33%	2%
28	i	4%	-2%	-23%
29	nt	-9%	-31%	13%
30	i	6%	2%	-5%

# Arranged by molecular weight (highest first): part of the list above.
cpd	SMILES	Nrf2 block	TGFb SMAD3 inh	Mm-Cpn inhibitor	Nrf2 ARE act	CCT modulator
11	CC(=O)Nc1ccc(-c2ccnc3c2CC(C)(C(=O)Nc2ccc(C(C)C)cc2)O3)cc1 (stereo not given)	nt	?	nt	1.3%	1.9
22	COc1ccc(Cl)cc1NC(=O)CN(C)C(=O)c1cc2ccccc2cc1O	10%	?	0%	5.2%	2.0
26	O=C(Nc1ccc2c(c1)C(=O)OC2)c1ccc(C(F)(F)F)cc1	-4%	0%	0%	-0.5%	1.3

cpd	pAkt inh	A549 viability	HepG2 tox	Abeta rescue
11	i	nt	-21%	-20%
22	i	-2%	-31%	8%
26	i	-5%	6%	-11%

# (more compounds)
cpd	SMILES	Nrf2 block	TGFb SMAD3 inh	Mm-Cpn inhibitor	Nrf2 ARE act	CCT modulator
31	COc1ccc(CSCCc2n[nH]c(=S)n2-c2ccccc2)cc1C	8%	-7%	2%	3.2%	2.3
32	COc1ccc(-c2cc(C(=O)N3CCN(C(=O)c4ccco4)CC3)[nH]n2)cc1	-1%	-7%	2%	3.3%	-1.7
33	O=C1N/C(=N/Nc2ccccc2)S/C1=C\c1ccccc1	-21%	-28%	-7%	20%	-9.8
34	COc1ccc(N2CCN(C(=O)CN(c3ccc(Br)cc3)S(C)(=O)=O)CC2)cc1	?	-3%	-1%	0.5%	-0.5
35	O=C(CCn1c(=O)oc2ccccc21)NC1=NCCS1	0%	0%	0%	2.8%	-1.6
36	COc1ccc(NC(C)c2cc(Cl)ccc2O)cc1 (stereo not given)	18%	0%	2%	2.6%	-0.6
37	Cc1ccc(Cl)cc1NC(=O)CN1CCN(S(=O)(=O)N2CCOCC2)CC1	7%	15%	0%	-0.4%	-0.3
38	CC(C)C(=O)NC(=S)Nc1ccccc1C(=O)NC1CCCCC1	4%	0%	-13%	-0.1%[9.22 µM]	-0.3
39	CCCCn1c(SCC(=O)N(CC)C2CCS(=O)(=O)C2)nc2cc(S(N)(=O)=O)ccc21 (stereo not given)	22%	10%	1%	0.1%	-0.3
40	Cc1ccc(C2NC(=O)c3ccccc3N2)s1 (stereo not given)	?	-9%	-1%	3.7%	1.4
41	CCCN(CCC)CCOc1cc(C)ccc1C(C)C	2%	?	-2%	0.1%[9.22 µM]	1.5
42	Cn1c(=O)n(CC(=O)Nc2ccc(F)cc2)c2ccccc21	11%	19%	3%	-0.3%	-0.9
43	Cc1nc2ccccc2nc(=O)c1NNc1ccccc1	?	?	-9%&0%	2.8%	-3.9
44	O=C(COC(=O)c1cc[n+]([O-])cc1)Nc1ccc(Cl)cc1Cl	12%	6%	-1%	2.4%	0.2
45	O=C(c1ccccc1)c1nc2ccccc2[nH]c1=O	nt	-1%	0%	2.5%	-6.3
46	Cc1cc(Nc2cc(Cl)nc(Sc3ccc(NC(=O)C4CC4)cc3)n2)n[nH]1	?	?	nt	-4.7%	nt
47	N/C(=N\OS(=O)(=O)c1ccc2ccccc2c1)c1cccnc1	-10%	9%	-2%	-0.2%	2.8
48	Oc1csc(Cc2nc(-c3ccccc3F)cs2)n1	?	13%	-1%	29%	3.3

cpd	pAkt inh	A549 viability	HepG2 tox	Abeta rescue
31	i	-2%	15%	15%
32	i	0%	-2%	nt
33	i	-24%	-13%	-41%[inhibitor]
34	i	-3%	-5%	-13%
35	i	4%	-17%	-3%
36	i	-10%	-6%	23%
37	i	0%	17%	-8%
38	i	1%	1%	22%
39	i	2%	0%	-5%
40	i	?	-2%	4%
41	i	7%	-39%	-6%
42	i	15%	25%	11%
43	i	-21%&-15%	-19%&-20%	3%
44	i	2%	9%	4%
45	i	16%	-7%	-8%
46	nt	-15%	-37%	-4%
47	i	1%	11%	-9%
48	i	-5%	-1%	-11%

# Screens from PubChem BioAssay.
